# PHOSPHO1 inh: inhibitors of human PHOSPHO1 phosphatase; Q8TCT1; recombinant PHOSPHO1, absorbance phosphatase assay; inhibition, % at 13.3 µM; actives 1.1% (n = 290,000); in the data active = inhibition above about 60%
# Target sequence (Q8TCT1 whole entry, looked up): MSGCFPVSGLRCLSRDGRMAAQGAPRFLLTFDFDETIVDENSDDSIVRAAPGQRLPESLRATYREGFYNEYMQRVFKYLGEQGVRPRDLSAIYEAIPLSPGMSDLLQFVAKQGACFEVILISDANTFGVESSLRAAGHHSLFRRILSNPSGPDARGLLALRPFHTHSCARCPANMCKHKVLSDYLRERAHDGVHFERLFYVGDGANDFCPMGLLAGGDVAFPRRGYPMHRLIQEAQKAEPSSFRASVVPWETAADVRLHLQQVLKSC
# IMP-1 inhibitor: blocks Pseudomonas aeruginosa IMP-1 metallo-beta-lactamase; purified IMP-1, nitrocefin hydrolysis, epi-absorbance fluorescence; inhibition, % at 5.6 µM; actives 0.45% (n = 290,000);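 active = inhibition above the mean plus 3 SD of all compounds in the same screening run, cut at about 4.5% in these data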;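 note: 0% = IMP-1 with DMSO and 100% = DMSO wells lacking enzyme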
#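 System – purified recombinant IMP-1 beta-lactamase · Input – IMP-1 dispensed at 0.2 nM · Timing – 15 min preincubation plus 25 min reaction at 25 °C · Signal – Epi-absorbance fluorescence, 480 nm excitation, 530 nm emission · Measure – percent IMP-1 inhibition derived from blank-referenced optical density · Controls – Enzyme-plus-DMSO low control, enzyme-free DMSO high control · Replication – singlicate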
# DNA FID counter: displaces DNA intercalator in HCV helicase counter-screen; actives 0.17% (n = 290,000); DNA fluorescent intercalator displacement, fluorescence; inhibition, % at 7.9 µM; in the data active = inhibition above about 37%;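 note: 0% = vehicle and 100% = reference compound; higher means more ethidium bromide displaced from hairpin DNA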
# OXTR agonist: activates the human oxytocin receptor; P30559; CHO-OTR cells, Fluo-8 calcium fluorescence; normalized: DMSO 0%, oxytocin 100%; activation, % at 3 µM; actives 0.32% (n = 320,000); AID 2435;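 active = activation above the mean of all tested compounds plus 3 SD, cutoff set per screening run, cut at about 20% in these data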;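 note: peak over basal fluorescence ratio from a 100 s FLIPR kinetic read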
# Target sequence (P30559 whole entry, looked up): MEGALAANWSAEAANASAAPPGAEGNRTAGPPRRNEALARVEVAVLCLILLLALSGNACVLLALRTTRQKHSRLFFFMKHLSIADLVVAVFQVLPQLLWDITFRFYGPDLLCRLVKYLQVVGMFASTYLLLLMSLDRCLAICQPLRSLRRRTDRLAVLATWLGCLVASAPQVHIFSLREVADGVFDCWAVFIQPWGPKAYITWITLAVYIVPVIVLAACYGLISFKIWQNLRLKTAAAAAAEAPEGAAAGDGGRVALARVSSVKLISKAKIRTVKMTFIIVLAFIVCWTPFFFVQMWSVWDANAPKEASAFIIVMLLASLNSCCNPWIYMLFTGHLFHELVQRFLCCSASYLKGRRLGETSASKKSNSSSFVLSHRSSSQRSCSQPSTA
# HCV NS3 hel inh: HCV NS3 helicase inhibition; NS3 helicase DNA unwinding, Cy5 molecular beacon fluorescence; inhibition, % at 10.9 µM; actives 0.56% (n = 290,000); AID 1800;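 active = inhibition above the mean of all tested compounds plus 3 SD, set per campaign, cut at about 35% in these data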;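 note: 0% = DMSO wells and 100% = thioflavine S control wells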
#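 Control set: DMSO versus 110 µM thioflavine S; Material: NS3 helicase fragment of HCV; Measured by: Cy5 fluorescence at 0 and 60 min, beacon hairpin quenching; Read-out basis: percent inhibition from t60/t0 fluorescence ratio; Times: reaction time 60 min, 25 °C; Repeats: single replicate; Compound dosing: single dose, 10.9 µM nominal final, DMSO 0.8% final.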
# GPR7 antag: human neuropeptides B/W receptor 1 antagonism | P48145 | GPR7-expressing cells, fluorescence antagonist assay | inhibition, % at 4.4 µM | actives 1.1% (n = 290,000) | AID 1861; in the data active = inhibition above about 16%, passing the limit was not always enough;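 note: cells stimulated with the agonist NPW; 0% = agonist with vehicle and 100% = vehicle without agonist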
# VIM-2 inhibitor: blocks Pseudomonas aeruginosa VIM-2 metallo-beta-lactamase | purified VIM-2, nitrocefin hydrolysis, epi-absorbance fluorescence | inhibition, % at 5.6 µM | actives 0.89% (n = 290,000);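 active = inhibition above the mean of all tested compounds plus 3 SD, cutoff set per screening run, cut at about 7.5% in these data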;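 note: red hydrolysis product quenches plate fluorescence so inhibitors raise well fluorescence; 0% = enzyme with DMSO and 100% = DMSO without enzyme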
# V1R ag counter: V1a receptor agonism, counter-screen for OXTR agonists. P37288. CHO-V1R cells, Fluo-8 calcium fluorescence, agonist mode; 0% DMSO, 100% 3 nM vasopressin. activation, % at 3 µM. actives 0.25% (n = 320,000);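 active = activation above the mean activation of all tested compounds plus 3 SD, per screening run, cut at about 20% in these data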;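 note: signal is peak over basal fluorescence ratio across a 100 second FLIPR read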
# Target sequence (P37288 whole entry, looked up): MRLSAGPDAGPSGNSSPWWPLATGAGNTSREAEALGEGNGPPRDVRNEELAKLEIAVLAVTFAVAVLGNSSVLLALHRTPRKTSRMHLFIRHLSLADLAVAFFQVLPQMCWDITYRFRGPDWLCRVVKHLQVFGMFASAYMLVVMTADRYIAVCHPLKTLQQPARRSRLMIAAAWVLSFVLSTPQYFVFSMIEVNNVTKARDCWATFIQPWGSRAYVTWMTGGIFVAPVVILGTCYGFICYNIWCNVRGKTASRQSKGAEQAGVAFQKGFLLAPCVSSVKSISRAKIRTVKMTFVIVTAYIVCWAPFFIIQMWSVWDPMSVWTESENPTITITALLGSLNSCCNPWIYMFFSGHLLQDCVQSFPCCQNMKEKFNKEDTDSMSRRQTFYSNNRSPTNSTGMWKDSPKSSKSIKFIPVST
# GalR3 antagonist: antagonists of human GalR3. HEK293 GalR3-CNG cAMP membrane potential fluorescence; galR3 body fused to GalR1 C-terminus. inhibition, % at 3 µM. actives 0.44% (n = 360,000);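 active = inhibition above the screen-wide average plus 3 SD, cut at about 13% in these data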;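 note: forskolin and galanin both at EC90 stimulate the cells; cAMP rise reported by CNG channel membrane potential dye signal; 0% = forskolin plus galanin with DMSO and 100% = forskolin alone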
# An asterisk follows results filed as active; / = not tested or not shown; & = joins results of further samples. Compounds as they come. Share with any hit: about 4.3%.
SMILES,PHOSPHO1 inh,IMP-1 inhibitor,DNA FID counter,OXTR agonist,HCV NS3 hel inh,GPR7 antag,VIM-2 inhibitor,V1R ag counter,GalR3 antagonist
CCOC(=O)c1cc(C#N)c(N2CCCNCC2)nc1C(F)(F)F,/,-2.0,-0.3,1.8,-12.3,-2.1,1.5,0.7,-8.6
O=C(O)CC(CC(=O)Nc1ccc(-c2ccccc2)cc1)c1ccccc1 (stereo unspecified),-2.0,-1.1,-21.1,0.0,-8.5,5.5,-1.3,0.3,-9.2
O=C(Cc1cccs1)N/N=C/C=C\c1ccco1,9.0,-1.8,-2.6,-0.2,1.4,-9.7,-2.4,3.2,1.0
Cc1ccc(NS(=O)(=O)c2ccc3c(c2)CC(=O)N3)cc1C,-19.3,-4.2,-8.6,1.5,4.0,6.5,-1.4,2.4,/
COc1cc(OC)cc(C(=O)N[C@H](C(=O)OCC(=O)Nc2ccc(F)c(F)c2F)C(C)C)c1,-4.0,-1.6,-14.2,-1.9,-11.9,11.5,-3.2,0.4,-6.2
O=C(O)c1ccc(CSc2nnc(-c3ccccc3Br)o2)cc1,13.8,0.3,-33.9,1.1,14.7,-5.0,2.1,2.5,-9.4
C=CCN1C(=O)CSc2ccc(C(=O)NCc3cccs3)cc21,27.7,-1.7,-14.2,-1.2,0.4,27.8*,-2.1,-0.3,5.5
O=C(NCCCn1ccnc1)C(=O)NCC1OCCN1S(=O)(=O)c1ccc2c(c1)OCCO2 (stereo unspecified),28.5,5.1*,2.3,0.4,13.1,-4.1,1.0,1.4,9.2
COc1ccc(NC(=O)c2oc3ccc(S(=O)(=O)N4CCC5(CC4)OCCO5)cc3c2C)cc1,10.7,-5.2,-17.8,13.8,15.1,8.2,-2.8,5.1,-3.9
CC(C)c1nc(N2CCOCC2)c(C#N)c2c1CCC2,7.6,-3.5,-8.6,-2.0,6.8,-7.8,-1.8,-1.2,1.2
COC(=O)C(NNc1ccccc1)(NC(=O)c1ccc(F)cc1)C(F)(F)F (stereo unspecified),92.2*,-2.1,0.0,-2.6,-1.9,-5.9,-2.2,-1.0,-8.4
COc1ccc(S(=O)(=O)N(CCCN2CCOCC2)Cc2ccc(OC)c(OC)c2)cc1,22.6,-3.1,1.7,0.7,-7.0,-1.8,-1.8,0.4,-0.3
Cc1ccccc1NC(=O)CC1SCCNC1=O (stereo unspecified),42.4,-1.3,-2.5,-0.7,-1.3,-10.2,1.2,0.0,2.5
O=c1c2ccccc2nnn1Cc1ccccc1,-3.6,-2.2,-2.2,0.2,0.3,-10.5,-0.7,-0.1,-2.4
O=C(Cn1cncn1)N/N=C/c1cccnc1,36.4,-0.8,-6.5,-0.2,-1.9,-2.6,-1.2,0.7,-0.8
CC(=O)c1sc(NC(=O)c2cc(=O)c3ccccc3o2)nc1C,-16.5,-1.3,0.3,-0.9,-1.5,3.5,0.2,0.2,-3.4
Nc1ccc2c(c1)C(=O)N(c1cccc3ccccc13)C2=O,13.9,0.6,-21.7,1.1,-7.8,-13.3,1.3,-0.3,-9.1
O=C(C1=C(O)C(=O)N(Cc2ccco2)C1c1ccccc1)c1cccs1 (stereo unspecified),33.0,-1.0,-10.7,-0.3,16.5,1.1,-0.1,1.1,-4.3
CC(C)(C)c1ccc(/C=N/NC(=S)NC2CCCCC2)cc1,-0.3,-3.1,-22.2,-2.4,-3.9,-25.9,-4.4,-0.4,-1.6
Cc1cccc(C(C)(C)C)c1OCCCCN1CCCC1,24.6,-3.0,15.0,1.4,-6.6,1.0,-4.9,-0.4,-4.3
N#CCNC1CC(=O)N(c2ccccc2)C1=O (stereo unspecified),44.4,-3.1,-3.7,0.7,-0.3,-13.8,-1.5,1.3,-3.1
CCc1nnc(NC(=O)CS(=O)(=O)Cc2ccccc2)s1,44.9,-0.7,-6.7,-0.1,-3.6,-2.8,-2.4,-0.1,-7.8
COc1cc(OC)c(N(C)S(=O)(=O)c2cccc(C(=O)Nc3nnc(C4CC4)s3)c2)cc1Cl,29.7,-2.3,-4.0,0.7,-16.5,1.6,-2.6,-0.3,0.8
Cc1ccc(C)c(NC(=O)CS(=O)(=O)c2cn(C)c3ccccc23)c1,-0.8,-0.8,-11.8,0.4,7.0,12.7,-1.1,0.5,-0.8
Cn1c(=O)n(CC(=O)OCc2ccccc2)c(=O)c2c1nc1n2CCCN1C1CCCCC1,/,-1.6,2.3,-0.4,-0.1,-13.6,-2.1,0.6,-1.7
COc1cc(/C=N/NC(=O)CSc2nc3ccccc3n2C)cc(OC)c1OC,-8.9,-2.3,-29.6,-0.9,18.9,4.5,0.2,0.5,-0.4
CC(/C=N/NC(=O)c1nnn(-c2nonc2N)c1C(C)C)=C\c1ccccc1,14.4,-1.3,-19.2,0.2,-6.0,-15.3,0.7,3.8,-0.5
CCCCn1c(CN2CCN(c3cccc(Cl)c3)CC2)nc2c1c(=O)[nH]c(=O)n2C,-24.0,-6.8,-34.8,-1.9,-5.9,-7.5,-1.8,-1.4,-9.0
O=C(NCCCN1CCOCC1)c1ccc2c(=O)n(Cc3ccccc3)c(=S)[nH]c2c1,27.0,-4.3,22.5,1.5,-59.2,-4.8,-4.3,0.6,-10.9
N/C(=N\S(=O)(=O)c1cccs1)c1ccccc1Cl,22.3,-4.7,-2.5,-0.8,1.5,0.5,-1.1,-0.5,1.4
COc1ccc(C(CCN(Cc2ccc(OC)c(OC)c2)C(=O)CCl)c2ccccc2)cc1 (stereo unspecified),-4.5,-1.9,-43.2,-1.4,-22.8,8.7,-2.8,0.4,0.7
CC(/C=C/c1cccs1)=C\C(=O)O,8.0,-0.8,0.2,0.2,3.7,-0.2,2.0,0.9,-4.4
Cc1ccc(NS(=O)(=O)c2ccc(Cl)c(C(=O)Nc3cccc(C(=O)O)c3)c2)cc1,19.2,-2.6,-36.1,-0.3,11.7,-10.9,-1.5,0.1,-11.2
CC[N+](C)(CC)CCC(c1ccccc1)C1CCCCC1 (stereo unspecified),9.7,-2.0,4.0,0.6,-6.2,-13.3,-1.2,5.7,-11.9
CC1(C)Cc2ccccc2-c2nnc(-c3cccc(O)c3)n21,-54.1,-5.0,-9.6,-0.1,-1.6,-9.5,-1.1,0.8,-1.8
COc1ccc(N2CCSC2C(=O)NN)cc1 (stereo unspecified),1.7,0.7,-10.0,-1.8,-16.8,-9.6,0.4,-0.2,-0.1
Cc1ccc(C(=O)N/C(=C/c2ccco2)C(=O)Nc2cccc(C)c2)cc1,-10.7,-0.6,-12.8,-1.0,10.2,4.4,-1.6,-0.6,-3.1
COc1cccc(/C=C2\SC(=O)N(CC(=O)NC3CCS(=O)(=O)C3)C2=O)c1 (stereo unspecified),54.3,-0.3,-24.0,0.2,17.0,-23.5,-1.1,0.2,-7.8
CN(C)CCN(C(=O)CCS(=O)(=O)c1ccccc1)c1nc2cc3c(cc2s1)OCO3,18.5,0.6,26.5,-1.2,-6.4,0.4,-1.0,1.0,-5.4
Cc1ccc2c(c1)c(C)c(C)n2CC(O)CN1CCOCC1 (stereo unspecified),-10.8,-0.3,-0.9,1.2,-7.0,-13.6,0.6,-0.6,-5.3
CCCc1ccc(OCc2ccc(C(=O)N3CCN(c4ccccn4)CC3)o2)c(OC)c1,6.3,-2.6,-20.6,3.8,-15.5,-12.5,-4.7,4.2,-6.2
Cc1cc(SCC(=O)O)nc2ccccc12,12.9&19.0,-0.4&1.3,0.3&5.8,0.7&0.4,3.3&4.2,-1.4&-0.4,-1.3&-0.7,1.2&-0.3,-1.7&-4.9
Cc1ccc(N2C(=O)CC(Sc3ncn[nH]3)C2=O)cc1 (stereo unspecified),104.7*,-1.9,-11.2,-2.4,12.4,10.2,-2.8,-0.7,0.2
O=S(=O)(NC1CCCCC1)c1ccc(Cl)nc1,2.1,-4.3,0.0,-1.8,10.1,-8.9,-1.2,-0.4,-11.4
CSc1ccccc1-c1nnc(-c2ccccc2)o1,13.6,-4.2,-19.2,-2.1,12.4,-11.5,2.1,-1.2,1.1
O=C(CC12CC3CC(CC(C3)C1)C2)NC(=S)NCc1ccccc1,3.4,-2.0,0.0,0.0,10.7,-3.1,0.0,-0.4,1.7
CC(C)S(=O)(=O)c1csc(C(=O)Nc2ccc(F)cc2)c1N,7.5,-3.5,-4.4,-0.3,3.2,11.6,-1.8,0.8,-3.9
Cc1ccc(NC(=O)CSc2n[nH]c(-c3ccncc3)n2)cc1C,13.2,-1.4,-2.9,4.3,-0.5,6.5,-0.2,3.2,-7.9
CCC(COC(=O)Nc1ccccc1)NC(=O)OC(C)C (stereo unspecified),49.8,-2.8,-3.3,1.0,1.8,-1.3,-0.4,0.6,-3.9
CC1CCN(C(=O)CSc2nnc(CSc3ncccn3)n2C)CC1,-6.0,-1.9,-7.0,0.3,3.9,0.6,0.0,-0.4,-3.0
# Next section.
SMILES,PHOSPHO1 inh,IMP-1 inhibitor,DNA FID counter,OXTR agonist,HCV NS3 hel inh,GPR7 antag,VIM-2 inhibitor,V1R ag counter,GalR3 antagonist
O=C(Nc1ccc(N2CCOCC2)c(Cl)c1)c1ccc2c(c1)OCCO2,8.0,-1.1,-23.8,-0.4,3.0,-11.8,-4.5,2.5,-1.2
C=CCN1C(=O)/C(=C2/Sc3ccc(OC)cc3N2C)SC1=NCc1ccccc1,-21.8,-1.2,0.4,0.7,14.0,-19.3,-2.7,1.0,-5.4
COc1ccc(CNC(=O)C2Cc3cc(S(=O)(=O)N4CCCC4)ccc3N2C(C)=O)c(OC)c1 (stereo unspecified),38.2,-1.7,-39.5,-0.7,-0.1,-4.6,2.7,3.5,-8.2
Cc1cc(C)n(-c2nnc(C)n2NC(=O)c2cccc(Cl)c2)n1,-1.9,-1.6,-4.0,-1.0,0.5,-10.2,-2.0,-0.5,-7.8
CN1CC(=O)N(CC(=O)Nc2ccc(F)cc2)c2ccccc2C1=O,-33.3,3.4,0.1,0.8,-4.1,-10.9,-0.7,0.2,6.6
Cc1ccccc1C(=O)NC(=S)N(CCO)Cc1ccccc1,28.4,-4.1,-7.2,1.5,-5.4,-6.2,-3.4,0.5,-12.9
COc1ccc(Cl)cc1NC(=S)N(Cc1ccccc1C)CC1CCC(C(=O)O)CC1 (stereo unspecified),-18.8,0.3,-37.9,-0.7,9.7,0.0,0.4,0.7,-6.2

# An excerpt from above in order of heavy-atom count, descending:
SMILES,PHOSPHO1 inh,IMP-1 inhibitor,DNA FID counter,OXTR agonist,HCV NS3 hel inh,GPR7 antag,VIM-2 inhibitor,V1R ag counter,GalR3 antagonist
O=C(Nc1ccc(N2CCOCC2)c(Cl)c1)c1ccc2c(c1)OCCO2,8.0,-1.1,-23.8,-0.4,3.0,-11.8,-4.5,2.5,-1.2
CN1CC(=O)N(CC(=O)Nc2ccc(F)cc2)c2ccccc2C1=O,-33.3,3.4,0.1,0.8,-4.1,-10.9,-0.7,0.2,6.6
Cc1cc(C)n(-c2nnc(C)n2NC(=O)c2cccc(Cl)c2)n1,-1.9,-1.6,-4.0,-1.0,0.5,-10.2,-2.0,-0.5,-7.8

# Bioassay records as filed in PubChem BioAssay.
